LDHA block = blocks human lactate dehydrogenase A | P00338 | purified LDHA, NADH/diaphorase-resazurin fluorescence; stronger effect = lower value | activity change, % (values are at about 110 or 230 µM) | actives 0.15% (n = 480,000); in the data active means activity change below about -30%;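 further: plate controls were DMSO wells for no effect and wells without enzyme for full effect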
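Enzyme activity of human lactate dehydrogenase 5 (2 nM; 0.06 mM NADH, 0.2 mM pyruvate, 5 min, RT) is measured via a resazurin/diaphorase fluorescence readout of residual NADH.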
* = called active by the depositor.

SMILES | LDHA block
COc1ccc(-c2cc(=O)n3[nH]c(C)nc3n2)cc1 | 2
O=c1c2ccccc2nc2sc(NCc3ccc(Oc4ccccc4)cc3)nn12 | 1
CCc1ccccc1NC(=O)CC1CC2CCC1C2 (centres undefined) | -3
O=C(COC(=O)c1ccc2ccccc2n1)c1cccc(Cl)c1 | 6
O=C(c1ccc2c(c1)CCN2S(=O)(=O)c1ccc(Cl)cc1)N1CCCC1 | 1
CCN(C)C1CN(Cc2cn(Cc3ccccc3)nn2)S(=O)(=O)C1 (centres undefined) | -6
Cc1cc(C)c(O)c(-c2n[nH]c3c2C(c2ccc(Cl)c(Cl)c2)N(CCCO)C3=O)c1 (centres undefined) | 1
Cc1cc(NC(=O)c2cnc3ccccc3n2)ccc1N1CCN(C)CC1 | 1
COc1ccc(OC)c(C2CCCCC2O)c1 (centres undefined) | 9
O=Cc1ccc(OCc2ccc(Br)cc2)cc1 | 5
O=C(Nc1cc(F)cc(F)c1)Nc1nnc(-c2ccncc2)s1 | -16
Cc1nc(SC(C)C(=O)NC2(C#N)CCCCC2)c2ccccc2n1 (centres undefined) | -7
O=C(Nc1ccc2ccccc2c1)Nc1nnc(Br)s1 | 2
CCc1ccc(OC(=O)C(c2ccccc2)c2ccccc2)cc1 | 1
N#Cc1nc(Nc2cc(F)cc(F)c2)c2ncn(CCO)c2n1 | 1
CS(=O)(=O)Cc1ccc(C(=O)OCc2ccc(C#N)cc2F)cc1 | 3
O=C(Cn1nnc(-c2ccc(Br)cc2)n1)N1CCOCC1 | 0
Cn1nc(C(=O)OCCOc2ccc(C#N)cc2)c2ccccc2c1=O | -17
O=C(CNC(=O)c1ccccc1Cl)OC(C(=O)Nc1cc(C(F)(F)F)ccc1Cl)c1ccccc1 (centres undefined) | -2
Cc1cccc(C(=O)NC23CC4CC(CC(C4)C2)C3)c1 | 2
Cc1ccc2c(=O)c(-c3nc(-c4ccc(Cl)cc4)no3)cn(CC(=O)NCc3ccco3)c2n1 | -6
Cc1c(Cl)cccc1NC(=O)Cn1cnc(S(=O)(=O)N2CCOCC2)c1 | 5
COC(=O)[C@]12CCCCC=C1N(Cc1cccc3ccccc13)C(=O)[C@H](CC(=O)N1CCCCC1)C2 | 2
CC(C)c1ccc(C(C)NC(=O)/C=C/c2ccccc2F)cc1 (centres undefined) | 2
Cc1occc1C(=O)N1CC(C)CC(C)C1 (centres undefined) | -4
(further entries)
SMILES | LDHA block
C=CCNc1nc(C(=O)OCC(=O)N(C)CC(=O)Nc2ccc(C)cc2)cs1 | 8
COc1ccc(C2C3=C(COC3=O)Nc3c2c(=O)[nH]c(=O)n3CC(C)C)cc1 (centres undefined) | -7
C/C(Cc1ccccc1)=N\NC(=O)c1ccc(C(C)(C)C)cc1 | 27
CCC(C)NC(=O)CS(=O)(=O)Cc1cc(C)no1 (centres undefined) | 3
CCOC(=O)CNC(=O)c1cc(-c2ccc(Cl)cc2)nc2ccccc12 | 7
Cc1cc(Br)ccc1NC(=O)CNC(=O)c1cc(=O)c2ccccc2o1 | 14
Cc1ccc(Oc2cc(C#N)c(C#N)cc2Oc2ccc(C)c(C)c2)cc1C | 7
CC1CCN(C(=O)CSc2nnc(CNC(=O)c3ccccc3F)n2C)CC1 | 4
C/C(=N\NC(=O)C1CC1)c1ccncc1 | -3
Cc1cc(C)c2c(c1)C(=O)/C(=C\c1ccccc1C)CC2 | 11
CC(C)(C)c1cc2cc(C#N)ccc2[nH]1 | 4
CCCNc1c(NC(=O)c2ccc(C(C)(C)C)cc2)c(=O)oc2ccccc12 | -4
CC(OC(=O)CC1Oc2ccccc2NC1=O)C(=O)NC1CCCCC1 (centres undefined) | -3
COc1ccc(CNC(=O)C(=O)c2c[nH]c3ccccc23)cc1 | -8
CC1=CCCC(C)(C)C1/C=C/C(C)=N\NC(=S)Nc1cccnc1 (centres undefined) | -4
Cc1cc(C)nc(NC(=O)CCSc2ccc(Cl)cc2)n1 | 10
Cc1ccc(C(=O)N(C)C2CCCCC2)cc1I | 3
Cc1cc(C)nc(NS(=O)(=O)c2ccc(Nc3nc(-c4ccc(C)c(C)c4)cs3)cc2)n1 | -7
CC(C)(C)NC(=O)C(C1CC1)n1c(=O)c(-c2cc3ccccc3[nH]2)nc2ccccc21 (centres undefined) | 4
Cc1cc(C)nc(SCC(C)Cn2c(Br)nc3c2c(=O)[nH]c(=O)n3C)n1 (centres undefined) | 3
COCc1nn2c3c(cnc2c1-c1cccc(Cl)c1)C(=O)CC(c1cccs1)C3 (centres undefined) | 4
O=C(c1occc1-c1ccccc1)N1CCN(S(=O)(=O)c2c(F)cccc2F)CC1 | 2
COc1ccc(C(=O)OCc2nc(N)c3ccccc3n2)c(O)c1 | -3
COc1ccc(OC)c(-c2cc(C(=O)O)c3ccc(C)c(C)c3n2)c1 | 7
CCCn1nc(C(=O)Nc2nc(-c3ccc(OC)cc3)cs2)c2ccccc2c1=O | -5
(more compounds)
SMILES | LDHA block
COC(=O)c1ccc(CNC(=O)c2cccc(I)c2)cc1 | 2
CC(C)(C)c1ccc(C(=O)Nc2ccccc2C(=O)Cc2ccccc2)cc1 | 1
CCc1nc(CC(=O)N(CC#N)C2CC2)cs1 | 4
CC(C)N1C(=O)C(O)(CC(=O)c2ccncc2)c2ccccc21 (centres undefined) | -2
COc1ccc(C(=O)Nc2ccc3oc(-c4ccncc4)nc3c2)c(OC)c1 | 3
COCCN(Cc1nc2ccccc2c(=O)[nH]1)C(=O)c1oc2ccc(F)cc2c1C | 4
Cc1cc(C)n(CCCNCC(O)COCc2cccs2)n1 (centres undefined) | 0
COc1ccc(OC)c(NC(=O)Cc2cnc(-n3cccc3)s2)c1 | 18
COC(=O)C(C(=O)OC)c1ccccc1NC(=O)OCc1ccccc1 | -9
Cc1cc(Br)ccc1NCC(=O)N(C1CCCCC1)C1CCS(=O)(=O)C1 (centres undefined) | 2
O=C(c1ccc(-c2ccccc2)cc1)c1cc2ccccc2o1 | 1
Cc1csc(NC(=O)c2nn(C)c(=O)c3ccccc23)n1 | -22
O=S(=O)(Nc1nc2ccccc2nc1Nc1cccc(Cl)c1)c1ccc(F)cc1 | -7
CC(C)CC(=O)Nc1ccc(-c2cc3cc(F)ccc3[nH]2)cc1 | -9
CCc1nc(N2CCN(C(=S)Nc3ccccc3)CC2)c(C#N)c2c1CSC(C)(C)C2 | 2
CCC(C)NC(=O)NC1CCN(c2nc3ccccc3n(C)c2=O)CC1 (centres undefined) | 0
COc1ccc(CNC(=O)c2cccc(Oc3ccccc3)c2)cc1 | 8
O=C1NC(c2ccccc2)(c2ccccc2)C(=O)N1Cc1coc(-c2cccs2)n1 | -1
COc1ccc(-c2ccc(CCC(=O)Nc3ccc(OC)c(Cl)c3)o2)cc1 | 2
C=CCn1c(N2CCN(c3ccccc3)CC2)nc2c1c(=O)[nH]c(=O)n2C | 3
COc1ccc(S(=O)(=O)[C@H]2CS(=O)(=O)C[C@@H]2NCc2ccccn2)cc1 | -16
CC(C)(C)c1noc(CN2CCN(C(=O)c3ccco3)CC2)n1 | -22
CCC(C)NC(=O)Cc1csc(NC(=O)Nc2ccccc2OC)n1 (centres undefined) | 6
CCOc1ccccc1NC(=O)COC(=O)c1nn(C)c(=O)c2ccccc12 | -2
Cc1cccc(-n2c(Cc3cc(=O)[nH]c(=O)[nH]3)nnc2SCC(=O)c2ccc(Cl)cc2)c1 | 6

An excerpt of these results, field by field:
CC(C)CC(=O)Nc1ccc(-c2cc3cc(F)ccc3[nH]2)cc1
- LDHA block: -9
CCc1nc(N2CCN(C(=S)Nc3ccccc3)CC2)c(C#N)c2c1CSC(C)(C)C2
- LDHA block: 2
CCC(C)NC(=O)NC1CCN(c2nc3ccccc3n(C)c2=O)CC1 (centres undefined)
- LDHA block: 0
COc1ccc(CNC(=O)c2cccc(Oc3ccccc3)c2)cc1
- LDHA block: 8

Next compounds follow:
SMILES | LDHA block
COCCn1c(C)cc(C(=O)CSc2nc3ccc(Cl)cc3[nH]2)c1C | 1
O=C(NNC(=S)Nc1ccccc1)c1ccc(-c2ccccc2)cc1 | 2
O=C(O)CCn1cc(C(C(=O)O)N2CCCCC2)c2ccc(Br)cc21 (centres undefined) | -9
NC(=O)c1ccccc1NC(=O)C1(c2ccccc2)CCCC1 | -6
Cc1ccc(-c2nn(CCC(=O)N3CCOCC3)c(=O)c3ccccc23)cc1 | 2
O=C(Cn1ncc2ccccc2c1=O)NCCCC1CCCC1 | -4
Cc1ccccc1OCCNC(=O)c1cc(=O)c2ccccc2o1 | 0
C/C(=N/NC(=S)NC(C)C)c1ccc(Cl)cc1Cl | 6
Oc1ccc(C(c2c[nH]c3ccccc23)c2c[nH]c3ccccc23)cc1 | 2
O/N=C1\CCCc2c1nc(-c1cccc(Cl)c1)n2O | -1
O=C(Cc1ccc(F)cc1)NCCc1c[nH]c2ccccc12 | -6
COC(=O)C[C@@H]1C=C[C@H](NC(=O)Nc2ccc(OC)cc2)[C@@H](CO)O1 | 2
O=C(NCCc1cccnc1)c1ccc2c(c1)CCC2 | 0
COc1cccc(Cn2cnc(-c3ccccc3OC)c2-c2cccs2)c1 | 5
CC(C)(C)Sc1ccc2nn(CC(=O)NCc3ccc(Cl)cc3)c(=O)n2n1 | 2
COc1ccc(C(=O)Nc2ccc3oc(-c4ccccc4C)cc(=O)c3c2)cc1 | 2
COCCn1c(COc2ccccc2-c2ccccc2)nnc1SC(F)F | 2
O=C(NCCc1ccccn1)c1ccc(C2CCCCC2)cc1 | 5
CCCCCCCCCc1ccc(-c2ccc(CCCCCCCC)cn2)cc1 | 0
O=[N+]([O-])c1cc(S(=O)(=O)Nc2ccccc2)ccc1N/N=C/c1sc(Nc2ccccc2)nc1Cl | -8
CC(C)C(NC(=O)c1ccccn1)C(=O)O (centres undefined) | 0
CCNC(=O)C(C)Sc1nc(C(F)(F)F)nc2ccccc12 (centres undefined) | 0
O=C1CC(c2ccc3c(c2)OCO3)c2c(n[nH]c2Nc2ccccc2)N1 (centres undefined) | 0
CC(C)Cc1nnc(NC(=O)Nc2ccc(Cl)cc2)s1 | 7
Cc1ccc(CN(C)CC(=O)NC(=O)NC(C)(C)C)cc1 | 9

In the list so far, 4 contain a thiophene ring, fused or not.
SMILES | LDHA block
COCc1nn2c3c(cnc2c1-c1cccc(Cl)c1)C(=O)CC(c1cccs1)C3 (centres undefined) | 4
Cc1cc(C)n(CCCNCC(O)COCc2cccs2)n1 (centres undefined) | 0
O=C1NC(c2ccccc2)(c2ccccc2)C(=O)N1Cc1coc(-c2cccs2)n1 | -1
COc1cccc(Cn2cnc(-c3ccccc3OC)c2-c2cccs2)c1 | 5

Part of the list above in order of formula weight, falling.
SMILES | LDHA block
O=[N+]([O-])c1cc(S(=O)(=O)Nc2ccccc2)ccc1N/N=C/c1sc(Nc2ccccc2)nc1Cl | -8
COCCn1c(C)cc(C(=O)CSc2nc3ccc(Cl)cc3[nH]2)c1C | 1
CCNC(=O)C(C)Sc1nc(C(F)(F)F)nc2ccccc12 (centres undefined) | 0

Going on with the list:
SMILES | LDHA block
CC1=CC(C)(C)N(S(=O)(=O)c2ccc(Cl)cc2)c2cc(C)ccc21 | 7
O=C1CCCN1c1cccc(-c2csc(-c3cccnc3)n2)c1 | 6
Cc1cccc(C(CC(=O)Nc2cccc(-c3ccno3)c2)n2cccc2)c1 (centres undefined) | 15
CC(C)=CCS(=O)(=O)Cc1cccc2ccccc12 | 3
Cc1ccc(-c2ccc(=O)n(C(C)C(=O)Nc3ccccc3C)n2)cc1 (centres undefined) | -1
CCOC(=O)C1=C(C)OC(N)=C(C#N)C1c1ccc(C(F)(F)F)cc1 (centres undefined) | 2
CN(CC(=O)N1CCc2ccccc2C1)S(=O)(=O)c1ccc(Cl)cc1 | 1
COc1ccc(C(=O)NCCc2csc(-c3cccs3)n2)cc1 | 7
COC(=O)C1=C(C)NC(=O)CC1C(=O)Nc1ccc(F)c(Cl)c1 (centres undefined) | -20
C=CCNC(=O)c1nc(Cc2c[nH]c3ccccc23)no1 | 5
N#Cc1ccc(C(C(=O)NC2CCCCC2)n2c(=O)c(-c3ccccc3)nc3ccccc32)cc1 (centres undefined) | -6
C/C(=N/Nc1ccc(S(N)(=O)=O)cc1[N+](=O)[O-])c1ccccc1 | -6
COc1ccc(C(=O)COC(=O)C2CC(=O)N(NC(=O)c3ccc(Cl)c(Cl)c3)C2)cc1 (centres undefined) | -2
COc1ccc(OC)c(CN2CCN(Cc3ccc(C(F)(F)F)cc3)CC2)c1 | 3
Cc1ccc(C(c2sc3nc(-c4ccco4)nn3c2O)N2CCC(O)CC2)cc1 (centres undefined) | 3
CN(CC(=O)NC(N)=O)C(c1ccccc1)c1ccccc1 | 3
CC(=O)N(c1nc(CSc2nnc(C3CC3)n2C2CC2)cs1)c1ccc(C)cc1C | 0
Cc1nn(-c2ccc(C(=O)NC3CCCC3)cc2)c(NC(=O)C2CC2)c1-c1ccccc1 | 2
O=[N+]([O-])c1cccc(/C=N/c2nc3c(s2)CCCC3)c1 | 0
O=C(NCCSC1CCCC1)C1CCCO1 (centres undefined) | 6
C#CCOc1cc(Br)c(/C=C2\NC(=O)NC2=O)cc1OCC | -2
COC(=O)C(/C(C)=N/C(NC(C)=O)(C(F)(F)F)C(F)(F)F)C(NC(C)=O)(C(F)(F)F)C(F)(F)F (centres undefined) | 1

Given with the structure last: part of the list above
LDHA block,SMILES
3,CC(C)=CCS(=O)(=O)Cc1cccc2ccccc12
3,COc1ccc(OC)c(CN2CCN(Cc3ccc(C(F)(F)F)cc3)CC2)c1

Only part of the results is shown (hit frequency here may not be typical).
